# Mcl1-Noxa inh – disrupts binding of human Mcl-1 to Noxa peptide | hit rate 1.5% among 220,000 | inhibition, % at 21.7 µM | TR-FRET Mcl-1/Noxa peptide binding, 2 h | AID 1022 | Q07820;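 active means compounds that cut the protein-peptide binding signal by more than 50% relative to plate controls in a single-dose test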;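 further: His-tagged Mcl-1 with rhodamine Noxa BH3 peptide and terbium anti-His antibody; 0% = Mcl-1 plus Noxa peptide wells and 100% = peptide-only wells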
# Avidin bead fluor – avidin bead compound fluorescence profile; fluorescence (KMESF) at 10 µM; AID 1775; Avidin beads, compound fluorescence 488/530 nm, flow cytometry; stronger effect = higher value; hit rate 0.38% among 220,000; in the data active means fluorescence above about 47; further: inactives centre near 10
# RGS4-Gao reg – human RGS4-Galphao interaction regulation | binding response (% of control), % at 10 µM | P09471 | hit rate 0.33% among 220,000 | Multiplexed bead flow cytometry, RGS4-Galphao binding; actives lie on both sides; in the data active means binding response below about 49% or above about 150%; inactive means in between;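 further: fluorescent Galphao activated with aluminum fluoride binding bead-coupled RGS4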
# RGS7-Gao – modulates binding of RGS7 to human Galphao | P09471 | Multiplexed bead flow cytometry; actives lie on both sides | binding response (% of control), % at 10 µM | hit rate 0.35% among 220,000 | AID 1439; in the data active means binding response below about 49% or above about 150%; inconclusive means no clear call, values can overlap the other calls; inactive means in between;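 further: fluorescent Galphao held in activated GDP-AlF4 state binding bead-coupled RGS7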
# Bim-Mcl-1 – human Bim-Mcl-1 interaction inhibition; Q07820; Bead-based flow cytometry, Bim peptide-Mcl-1 binding; inhibition, % at 10 µM; hit rate 0.1% among 190,000; AID 1009; in the data active means inhibition above about 40%;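 further: 0% = no compound tracer wells and 100% = peptide blocker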
# GSH fluor – compound fluoresces at 488/530 nm on GSH beads; GSH beads flow cytometry, compound fluorescence 488/530 nm; stronger effect = higher value; fluorescence (KMESF) at 10 µM; hit rate 0.25% among 190,000; in the data active means fluorescence above about 89;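 further: glutathione beads carrying GST-tagged Bcl family fusion proteins plus one bare bead set; values are compound well signal with DMSO vehicle wells as background; inactives centre near 16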
# Mcl1 Bid PPI – disrupts binding of human Mcl-1 to Bid peptide; TR-FRET Mcl-1/Bid-Dy647 peptide binding, 1536-well; inhibition, % at 21.7 µM; hit rate 0.97% among 220,000;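 active means compounds that cut the binding signal by more than half at the single screening dose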;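 further: His-tagged Mcl-1 with europium anti-His antibody binding Bid BH3 peptide; 0% = Mcl-1 plus peptide wells and 100% = peptide-only wells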
# ABCG2 block – human ABCG2 inhibition, ABCB1 as counter-screen; Q9UNQ0; IgMXP3 cells, JC-1 efflux, flow cytometry; inhibition, % at 6.6 µM; hit rate 0.1% among 190,000;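 active means inhibition above 80%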;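 further: 0% = DMSO and 100% = nicardipine control wells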
#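 Measure – % inhibition of efflux relative to nicardipine and DMSO · Test system – ABCG2 IgMXP3 and barcoded ABCB1 CCRF-Adr cell mix · Control set – nicardipine as high control, DMSO as low control · Compound – one concentration, 6.6 µM final · Signal – flow cytometry of retained JC-1 fluorescence · Timing – 10 min exposure at 25 °C with rotation, no wash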
# RGS8-Gao reg – human RGS8-Galphao interaction regulation; P09471; multiplexed bead flow cytometry, RGS8-Galphao binding; actives lie on both sides; response (percent of control binding), % at 10 µM; hit rate 0.34% among 220,000; AID 1423; in the data active means response below about 60% or above about 140%; inactive means in between;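 further: Galphao activated as the GDP aluminium fluoride complex binding bead-coupled RGS8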
# Pf gametocyte – kills late stage P. falciparum gametocytes. hit rate 0.065% among 150,000. P. falciparum stage V gametocytes, ATP luminescence, 24 h. AID 743093. inhibition, % at 10.9 µM;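 active means inhibition above the mean plus 3 SD of compounds within the control limits, set per campaign, cut at about 38% in these data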;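 further: 0% = DMSO wells and 100% = medium only without gametocytes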
# ABCB1 block – blocks JC-1 efflux by human ABCB1 transporter; P08183; CCRF-Adr cells, flow cytometry; inhibition, % at 6.6 µM; hit rate 0.067% among 190,000; AID 1326; in the data active means inhibition above about 40%;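 further: 0% = vehicle and 100% = reference inhibitor; higher value means more JC-1 retained so stronger ABCB1 efflux block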
# Target sequence (P08183 whole entry, looked up): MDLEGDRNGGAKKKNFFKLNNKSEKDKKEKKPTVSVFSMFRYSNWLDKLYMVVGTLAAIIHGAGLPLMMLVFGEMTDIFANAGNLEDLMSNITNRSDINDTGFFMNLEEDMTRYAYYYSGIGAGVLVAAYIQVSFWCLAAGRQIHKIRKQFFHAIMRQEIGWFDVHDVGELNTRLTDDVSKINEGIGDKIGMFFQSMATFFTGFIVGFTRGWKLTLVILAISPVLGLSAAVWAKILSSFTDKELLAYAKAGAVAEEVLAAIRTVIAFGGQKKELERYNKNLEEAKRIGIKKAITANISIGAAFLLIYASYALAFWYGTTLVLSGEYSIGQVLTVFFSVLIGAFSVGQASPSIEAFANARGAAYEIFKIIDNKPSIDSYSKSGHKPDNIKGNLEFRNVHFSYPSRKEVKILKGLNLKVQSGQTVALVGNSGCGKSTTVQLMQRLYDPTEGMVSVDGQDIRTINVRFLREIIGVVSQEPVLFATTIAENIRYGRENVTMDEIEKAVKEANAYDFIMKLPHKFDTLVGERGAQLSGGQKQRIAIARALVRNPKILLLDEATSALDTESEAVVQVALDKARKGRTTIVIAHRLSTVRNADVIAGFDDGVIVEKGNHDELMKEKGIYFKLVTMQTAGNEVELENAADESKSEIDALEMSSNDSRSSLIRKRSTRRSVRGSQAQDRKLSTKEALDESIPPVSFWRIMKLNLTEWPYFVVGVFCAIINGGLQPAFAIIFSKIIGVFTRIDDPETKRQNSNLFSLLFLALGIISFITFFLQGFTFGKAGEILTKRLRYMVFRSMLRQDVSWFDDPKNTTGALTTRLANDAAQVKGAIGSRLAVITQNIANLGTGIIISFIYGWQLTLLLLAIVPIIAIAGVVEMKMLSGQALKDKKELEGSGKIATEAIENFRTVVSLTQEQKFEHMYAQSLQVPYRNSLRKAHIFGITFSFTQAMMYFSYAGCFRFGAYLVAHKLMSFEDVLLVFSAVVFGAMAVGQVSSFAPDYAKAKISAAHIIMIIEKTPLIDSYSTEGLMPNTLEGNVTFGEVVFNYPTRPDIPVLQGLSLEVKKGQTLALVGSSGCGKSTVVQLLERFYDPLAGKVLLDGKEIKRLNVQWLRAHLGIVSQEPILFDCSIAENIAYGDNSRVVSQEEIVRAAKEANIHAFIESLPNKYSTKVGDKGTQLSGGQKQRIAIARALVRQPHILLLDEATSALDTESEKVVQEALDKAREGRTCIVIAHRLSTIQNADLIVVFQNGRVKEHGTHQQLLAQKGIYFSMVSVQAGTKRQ
# Starred values were filed as active, the others as inactive; ? = inconclusive; . = not tested or not shown; [ ] = dose if it differs, or a comment.
entry	mol	Mcl1-Noxa inh	Avidin bead fluor	RGS4-Gao reg	RGS7-Gao	Bim-Mcl-1	GSH fluor	Mcl1 Bid PPI	ABCG2 block	RGS8-Gao reg	Pf gametocyte	ABCB1 block
1	CCC(=O)N1CCc2cc(S(=O)(=O)NC(Cc3ccccc3)C(=O)Nc3nccs3)ccc21 (stereo unspecified)	23	7	77	80	-4	25	4	5	73	-2	1.0
2	Cc1ccc2c(c1)c1c(n2CC(O)CNC2CCCCC2)CCCC1 (stereo unspecified)	18	10	113	?	-1	13	-40	1	106	.	1.9
3	CCCCOC(=O)C1=C(C)Nc2nnnn2C1c1ccccc1Cl (stereo unspecified)	18	9	98	100	-3	11	13	12	101	-7	1.0
4	NC(=O)c1ncc(C(F)(F)F)cc1Oc1cccc(C(F)(F)F)c1	-9	9	103	100	1	64	-1	2	102	9	0.0
5	O=C(N/N=C/c1ccco1)c1ccccc1OCc1ccccc1Cl	29	13	104	99	-3	7	-25	42	100	-24	1.4
6	Cn1c(=O)[nH]c(=O)c2c1nc(Br)n2C/C=N/NC(=O)c1ccccc1	17	7	99	?	.	.	-14	.	101	-1	.
7	CCN1C(=O)CC(N2CCC(C(=O)N3CCOCC3)CC2)C1=O (stereo unspecified)	6	22	99	99	-2	24	-8	11	101	27	0.8
8	CCOC(=O)c1c(-c2ccc(C)cc2)csc1NC(=O)CCN1CCOCC1	13	5	103	100	-4	9	34	2	110	10	0.7
9	Cc1ccc2[nH]c3c(N4CCOCC4)ncnc3c2c1	14	38	105	103	-2	14	-9	1	103	2	-0.2
10	C/C(Cn1nnc([N+](=O)[O-])n1)=N\NC(=O)c1cccc(Cl)c1	7	11	101	100	11	28	-12	7	102	1	0.6
11	Cc1nc2ccccc2n1CC(=O)NC1CCCCCC1	6	11	103	?	.	.	-4	.	102	0	.
12	CC(C)(C)NC(=O)NCC1CCCC1NC(=O)NC(C)(C)C (stereo unspecified)	-16	6	106	?	.	.	-1	.	101	.	.
13	Cc1cccc(NC(=O)CSc2nncn2-c2ccccn2)c1	-7	7	99	99	1	14	-22	11	99	.	-1.5
14	N#Cc1cc(-c2ccccc2)cnc1Cl	-5	8	98	85	3	72	-34	2	87	.	0.4
15	COCCn1c(CN2CCN(C)CC2)nc2c1c(=O)n(C)c(=O)n2C	19	6	96	98	0	19	-23	0	99	.	-0.1
16	CNC(=S)N1N=C(c2ccc(Br)cc2)CC1c1ccc(OC)cc1 (stereo unspecified)	-2	12	103	104	-6	4	-80	12	106	.	3.0
17	COC(=O)c1sccc1NC(=O)c1ccc(Br)o1	11	9	106	105	-1	17	12	8	107	.	0.5
18	OCCNCc1ccc(OCc2ccc(Cl)cc2Cl)cc1	20	15	110	106	-7	16	-26	1	102	-20	1.0
19	Cc1cc(C)cc(N(C(=O)c2csnn2)C(C(=O)NC(C)(C)C)c2ccncc2)c1 (stereo unspecified)	5	11	96	?	0	25	-11	-1	98	4	0.3
20	CCOC(=O)c1c(-c2ccc(C)o2)csc1NC(=S)NC(=O)c1cccs1	23	6	101	102	-3	3	-46	0	94	13	0.1
21	CSC1=NCCN1S(=O)(=O)c1ccc2ccccc2c1	3	6	101	97	-2	20	-23	7	101	7	2.4
22	COc1ccccc1N1CCN(CC(=O)c2ccc3ccn(C(C)=O)c3c2)CC1	39	6	99	101	2	14	-43	0	100	.	0.0
23	O=C(Nc1ccc(N2CCCCC2)cc1)c1cncc(Br)c1	32	10	104	99	0	22	-71	1	102	.	0.1
24	O=C(Cn1cnc2ccccc2c1=O)NCCC(=O)Nc1ccc2c(c1)OCCO2	-3	19	101	99	0	22	-20	1	100	.	0.3
25	O=C(C1CCN(c2nnc(-n3cccc3)s2)CC1)N1CCc2ccccc2C1	-2	14	94	94	2	13	-17	-2	98	.	-0.3
26	O=C(COc1nsnc1N1CCOCC1)Nc1ccc(Cl)cc1	6	13	96	?	-2	17	-23	10	97	4	0.8
27	Cc1cc(OCCn2ccnc2)ccc1C(C)C	22	10	104	100	-3	6	-13	3	114	-4	0.6
28	Cc1ccc(-n2c(SCC(N)=O)nnc2-c2ccc(S(=O)(=O)N3CCCCC3)cc2)c(C)c1	0	6	107	108	-3	46	4	2	106	-11	0.9
29	COc1ccc(CN(C)C2CCCCC2)cc1	-3	43	96	103	-1	26	9	1	101	.	0.2
30	CC(C)CCNC(=O)c1ccc(OC2CCN(S(=O)(=O)N(C)C)CC2)cc1	-14	11	104	99	0	19	-15	1	104	.	0.4
31	N=c1n(Cc2ccccc2)c2ccccc2n1CC(O)c1ccccc1 (stereo unspecified)	5	36	104	101	0	13	3	0	101	6	0.0
32	CC1CCCCC1NC(=O)CSc1ccsc1[N+](=O)[O-] (stereo unspecified)	10	9	93	88	3	22	-22	3	94	-4	0.3
33	CCCN(c1ccc(OCC)cc1)c1ncnc2nc[nH]c12	-16	6	82	98	0	28	-5	3	92	.	0.8
34	Cc1ccccc1OCc1nc2ccccc2c(=O)n1/N=C/c1c[nH]c2ccccc12	-3	8	89	87	-3	13	-18	0	96	16	0.0
35	CC(=O)Nc1ccc(C2=NN(CC#N)C(=O)SC2)cc1	-3	22	100	99	0	8	-30	1	98	.	0.0
36	CC(NC(=O)CCCOc1ccc(Cl)cc1)c1ccccc1 (stereo unspecified)	-3	4	107	105	-2	10	4	22	106	-1	1.0
37	O=C(NCc1ccccc1)N1CCC(c2nc3ccccc3[nH]2)CC1	12	6	110	107	0	45	-19	0	104	.	0.1
38	CC(=O)N(C(C)=O)c1ncc2c([nH]c3ccccc32)c1C#N	13	10	98	100	-1	13	7	2	98	.	0.3
39	CCOc1ccc(Oc2c(/C=N/NC(N)=O)c(C)nn2-c2ccccc2)cc1	20	9	103	106	2	13	8	20	103	-8	1.6
40	COc1ccc(C(C)=O)cc1COC(=O)c1cc(C)oc1C	11	34	98	96	-8	20	5	42	99	4	0.3
41	Cc1cccc(CN2C[C@]34C=C[C@@H](C[C@@H]3S2(=O)=O)O4)c1	-14	6	73	?	.	.	-58	.	85	.	.
42	Cc1noc(C)c1COC(=O)COc1ccc2c(C)cc(=O)oc2c1	17	10	103	100	-2	16	7	18	99	.	1.3
43	CCCOc1ccccc1C1NC(=O)NC(C)=C1C(=O)OCCOC(C)C (stereo unspecified)	-1	3	105	102	-4	5	-40	1	103	12	0.3
44	CCN1CCN(c2nc(N(C)c3ccccc3)nc(N)c2[N+](=O)[O-])CC1	23	3	101	?	.	.	-6	.	99	0	.
45	CNC(=O)COC(=O)c1ccccc1Oc1ccccc1	5	12	99	99	-2	23	-15	7	101	14	1.1
46	COc1ccccc1C(=O)NC1CCCCCCC1	-5	5	97	97	2	16	-4	4	99	-13	0.4
47	CC(C)Nc1cc(C(F)(F)F)nc(-c2ccccn2)n1	13	332*	153*[activator]	274*[activator]	-11	33	12	9	95	1	0.4
48	N#CCCN1CCN(S(=O)(=O)c2cc(Cl)ccc2Cl)CC1	2	11	102	99	1	67	-15	-1	101	-30	-0.5
49	CN1C(=O)C2(NCCc3c2[nH]c2ccccc32)c2ccccc21 (stereo unspecified)	4	8	101	92	3	16	-50	2	103	.	0.4
50	Cc1ccc2c(NC(=O)C3CC3)c(C)ccc2n1	2	19	89	95	-2	6	5	3	97	10	0.4

# Next section
entry	mol	Mcl1-Noxa inh	Avidin bead fluor	RGS4-Gao reg	RGS7-Gao	Bim-Mcl-1	GSH fluor	Mcl1 Bid PPI	ABCG2 block	RGS8-Gao reg	Pf gametocyte	ABCB1 block
51	O=S(=O)([N-]c1nc2ccccc2nc1-[n+]1ccc(CCCc2ccccc2)cc1)c1cccs1	6	3	96	?	.	.	12	.	99	10	.
52	CC(C)Cc1ccc(S(=O)(=O)N2CCCC2)cc1	-25	29	101	97	-3	16	-10	2	97	10	0.9
53	CCS(=O)(=O)NCCNc1ccc([N+](=O)[O-])cc1	-2	9	96	96	1	21	-28	2	103	-6	0.0
54	CC/C(=N\NC(=O)CCC(=O)NCc1ccccc1)c1ccc(O)cc1	8	9	98	92	0	10	-14	3	98	8	0.2
55	O=C(c1ccco1)N1CCN(C(=O)c2cccc3c2C(=O)N(Cc2cccnc2)C3)CC1	21	5	103	101	-2	27	-3	0	101	.	0.6
56	C(#Cc1ccccc1)C[N+]1(CC#Cc2ccccc2)CCCCC1	9	13	101	99	0	15	-5	2	101	8	0.2
57	CCOc1ccccc1NC(=O)CSc1nnc(CNC(=O)COc2ccc(Cl)cc2)o1	13	6	90	92	-9	15	8	29	74	-6	-0.1
58	CCNc1nc(CC)nc2c1oc1ccccc12	14	37	103	107	-1	10	8	1	105	.	0.1
59	CCN(CC)S(=O)(=O)c1cc(NS(=O)(=O)c2cccc(Cl)c2)ccc1C	24	14	97	91	0	10	6	-6	97	-27	0.5
60	C(=N\Nc1nc(Nc2ccccc2)nc(N2CCCCC2)n1)/c1ccco1	21	12	101	103	0	25	-20	2	104	12	0.7
61	Cn1c(=O)[nH]c(=O)c2c1nc(CN1CCN(c3ccccc3F)CC1)n2CCc1ccccc1	-5	8	103	?	.	.	-22	.	103	.	.
62	CC1(C)Cc2c(sc3c2C(=O)N(c2ccccc2)C2=NCCCN23)CO1	-7	8	111	108	0	6	-17	0	104	.	0.1
63	COc1ccc(NS(=O)(=O)c2cc(NC(=O)c3cccs3)ccc2N2CCOCC2)cc1	12	9	102	102	-3	13	-45	9	98	-5	4.6
64	COCCN1C=C2C(=O)C(C)(OC(=O)C3CCCC3)C(=O)C=C2C=C1c1ccsc1 (stereo unspecified)	19	7	100	?	.	.	-126	.	103	18	.
65	CC(=O)Nc1cccc(OCc2ccc(S(=O)(=O)Cc3ccccc3)cc2)c1	8	2	98	97	-3	12	-15	6	81	.	0.4
66	COc1cc(OC)c2c(-c3ccccc3)cc(=O)oc2c1C(CCN1CCCC(C)C1)c1ccc2c(c1)OCO2 (stereo unspecified)	-8	9	106	?	.	.	-66	.	103	25	.
67	CC[C@H](C)[C@@H]1NC(=O)c2cc([N+](=O)[O-])cc(F)c2NCCCC[C@@H](C(N)=O)NC(=O)[C@H](CC(N)=O)NC1=O	2	11	99	101	0	19	-1	4	100	-7	0.7
68	COc1ccc(N2CC(C(=O)Nc3ccc(N4CCOCC4)cc3)CC2=O)cc1 (stereo unspecified)	-6	2	84	90	-3	39	-9	0	89	.	0.2
69	Cc1ccc2nc(-c3ccccc3)c(NC(=O)c3ccco3)n2c1	1	6	100	102	0	13	-16	6	101	.	0.6
70	CCOc1cc2[nH]c(=S)n(Cc3ccc(C(=O)NCCOC)cc3)c(=O)c2cc1OCC	6	14	103	105	3	12	-41	2	97	6	0.6

# Bioassay records: PubChem, several laboratories
